ERG-DNA inh: ERG Ets/DNA interaction inhibition; P11308; fluorescence polarization, His-ERG Ets domain / labelled DNA; Potency, µM (titrated, usually from 76.9 µM), inactives show at the top dose FP activity, negative = inhibition, hits mostly inhibitors; AID 624246; 370,000 tested, 0.028% active; active = well fitted inhibition curve with a large enough effect in the polarisation, with a control signal flat; inconclusive = small, poorly fitted or top-dose-only effect, or effect the other way, or a change in a side signal; inactive = no such curve, though single readings can be large or run the other way; the % refers to the polarisation;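 also: polarization taken with two DNA probes labelled with fluorescein and Texas red; potency is read from the fitted curve at half-maximal effect; % of control where 0% means no effect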
Target sequence (P11308 whole entry, looked up, the tested form may be a part): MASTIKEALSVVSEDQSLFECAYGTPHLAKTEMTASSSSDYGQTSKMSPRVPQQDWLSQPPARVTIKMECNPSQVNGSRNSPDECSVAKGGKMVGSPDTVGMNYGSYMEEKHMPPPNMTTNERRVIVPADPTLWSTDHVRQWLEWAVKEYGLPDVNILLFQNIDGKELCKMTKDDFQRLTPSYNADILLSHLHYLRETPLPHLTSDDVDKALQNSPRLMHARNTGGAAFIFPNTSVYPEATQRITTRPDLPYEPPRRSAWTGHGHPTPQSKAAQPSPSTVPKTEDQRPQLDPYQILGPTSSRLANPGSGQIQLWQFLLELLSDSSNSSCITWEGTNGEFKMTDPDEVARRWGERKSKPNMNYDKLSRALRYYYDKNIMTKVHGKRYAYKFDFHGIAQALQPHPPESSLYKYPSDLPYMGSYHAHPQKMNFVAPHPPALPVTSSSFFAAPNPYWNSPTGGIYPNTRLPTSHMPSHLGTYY
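His-tagged ERG Ets domain (1 uM in the protein solution; 300mM KCl, 50mM Tris-HCl, 1mM EDTA, 1mM DTT, pH 7.5) received compound, then a probe mix of 5 nM fluorescein-DNA and 100nM Texas-615-DNA. Fluorescence polarization was read for both dyes.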
POLK inh: DNA polymerase kappa (human) inhibition; AID 588579; Q9UBT6; purified Pol kappa, fluorescent DNA synthesis assay, 10 min; 400,000 tested, 0.53% active; Potency, µM (highest dose often 107 µM), without a hit: at the highest dose activity, negative = inhibition, hits mostly inhibitors; also: potency is read from the fitted curve at half-maximal effect; % is scaled to controls: 0 for no effect and ±100 for the full control effect
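Readout: fluorescence, taken kinetically at 0 and 10 min. Conditions: 10 nM Pol kappa, 15 min RT compound preincubation, 50 nM substrate final. Controls: enzyme-free buffer wells.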
12-LOX inh: ALOX12 (human) lipoxygenase inhibition | P18054 | purified 12hLO, xylenol orange hydroperoxide absorbance | Potency, µM (series often up to 108 µM), for the others: top-dose activity change, negative = inhibition, most hits filed as inhibitors | 580,000 tested, 1.1% active; also: potency is read from the fitted curve at half-maximal effect; % is scaled to controls: 0 for no effect and ±100 for the full control effect
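Hydroperoxide product was detected by ferrous iron/xylenol orange as the 573 to 405 nm absorbance ratio. Arachidonic acid at 40 uM (final) was turned over for 30 min at room temperature by 150 nM human 12hLO, pH 7.0 Hepes buffer, after 15 min compound preincubation.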
APEX1 inh: APE1 (human) endonuclease inhibition. P27695. recombinant APE1, TAMRA/BHQ-2 abasic DNA cleavage fluorescence. 350,000 tested, 0.35% active. Potency, µM (top dose mostly 65.8 µM), for the others: at the highest dose activity change, negative = inhibition, actives largely listed as inhibitors;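 also: potency is read from the fitted curve at half-maximal effect; plate controls were vehicle for no effect and reference inhibitor for full effect; nearly all actives have a fitted effect of over 55% in size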
Target sequence (P27695 whole entry, looked up): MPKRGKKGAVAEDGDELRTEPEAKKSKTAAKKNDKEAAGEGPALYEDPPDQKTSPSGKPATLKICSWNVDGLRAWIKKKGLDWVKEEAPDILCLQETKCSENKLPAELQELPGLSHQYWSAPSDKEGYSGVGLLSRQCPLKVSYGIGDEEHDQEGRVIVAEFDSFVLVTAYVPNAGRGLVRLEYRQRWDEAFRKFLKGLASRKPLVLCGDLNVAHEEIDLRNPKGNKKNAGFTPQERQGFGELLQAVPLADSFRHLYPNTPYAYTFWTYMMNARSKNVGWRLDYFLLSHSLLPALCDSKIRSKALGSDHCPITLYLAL
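Step 1: APE1 (0.75 nM) with compound, 15 min RT. Step 2: add 50 nM fluorophore/quencher THF duplex. Step 3: three fluorescence reads 60 s apart (525/598 nm); read 3 minus read 1 = reaction progress.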
LDHA block: inhibitors of human lactate dehydrogenase A; purified LDHA, NADH/diaphorase-resazurin fluorescence; stronger effect = lower value; activity change, % (values are at about 110 or 230 µM); 480,000 tested, 0.15% active; P00338; in the data active = activity change below about -30%; inconclusive = mostly about -25% to -30%;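 also: plate controls were DMSO wells for no effect and wells without enzyme for full effect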
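Human LDH5 (2 nM) was incubated with 0.06 mM NADH and 0.2 mM pyruvate for 5 min at room temperature in Tris pH 7.4. Remaining NADH was coupled through diaphorase/resazurin, and resorufin fluorescence was read at 0 and 20 min.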
RGS4 inhibitor: inhibitors of human regulator of G protein signaling 4; AID 504845; 390,000 tested, 0.039% active; Transcreener GDP fluorescence polarization, RGS4-accelerated GTP hydrolysis; Potency, µM (doses to about 114 µM), for inactives: top-dose activity change, negative = inhibition, most hits filed as inhibitors; P49798; also: potency is read from the fitted curve at half-maximal effect; % is scaled to controls: 0 for no effect and ±100 for the full control effect; nearly all actives have a fitted effect of over 75% in size; some results filed as inactive show a strong effect at the top dose
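MLSMR compounds (23 nl, pin-transferred) preincubated 10 min at room temperature with a 500nM (2x) first reagent, then RGS4 at 900nM (2x) plus Transcreener GDP mix added; fluorescence polarization (620/688 nm) read before and after 90 min at 30 °C.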
Pol eta inh: blocks human DNA polymerase eta activity. Q9Y253. recombinant Pol eta, fluorescent DNA replication assay. Potency, µM (highest dose often 114 µM), for inactives: at the highest dose activity change, negative = inhibition, actives largely listed as inhibitors. 390,000 tested, 1.2% active. AID 588591; also: potency is read from the fitted curve at half-maximal effect; % is scaled to controls: 0 for no effect and ±100 for the full control effect
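Fluorescent replication assay: 50 nM final substrate added after a 15 min room-temperature compound preincubation with 10 nM enzyme. Signal taken at 0 min and again at 10 min.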
POLB inh: inhibitors of human DNA polymerase beta; P06746; Pol beta primer extension/strand displacement, fluorescence kinetic; Potency, µM (doses to about 114 µM), inactives show at the top dose activity change, negative = inhibition, usual class: inhibitors; 340,000 tested, 1.3% active; also: potency is read from the fitted curve at half-maximal effect; % is scaled to controls: 0 for no effect and ±100 for the full control effect
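Curves were derived by four-parameter Hill fits of normalized qHTS data. The kinetic fluorescent primer-extension read was taken at 0 and 10 min after 50 nM substrate, following a 15 min room-temperature preincubation of 10 nM enzyme with compounds.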
Anesthetic bind: binds horse apoferritin like a general anesthetic; P02791; apoferritin/1-aminoanthracene competitive binding, fluorescence; Potency, µM (top dose mostly 77.5 µM), for inactives: at the top dose activity change, negative = displacement, usual class: inhibitors; 350,000 tested, 0.074% active; AID 485281; also: potency is read from the fitted curve at half-maximal effect; % is scaled to controls: 0 for no effect and ±100 for the full control effect; nearly all actives have a fitted effect of over 20% in size
Target sequence (P02791 2-175 limits assumed): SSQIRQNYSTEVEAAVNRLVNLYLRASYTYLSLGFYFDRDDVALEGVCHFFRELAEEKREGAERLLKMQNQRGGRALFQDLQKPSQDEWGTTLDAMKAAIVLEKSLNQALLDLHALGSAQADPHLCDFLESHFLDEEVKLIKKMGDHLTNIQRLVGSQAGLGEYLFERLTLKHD
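Apoferritin-based anesthetic binding model; compound displacement of fluorescent 1-AMA measured as endpoint fluorescence after 10 minutes at room temperature, scaled to free-ligand and complex controls.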
Active calls of the source: *; i = inactive; ? = inconclusive; · = no result given; & = joins results of further samples; [ ] = dose if it differs, or a comment. Unless noted, calls follow the shape of the dose curve; as a rule, active = well fitted curve in the direction sought with a large enough effect; inconclusive = small, poorly fitted or top-dose-only effect, or another doubt; inactive = no such curve, though single readings can be large; an effect the other way counts as inactive or inconclusive. A portion of the library; count on the stated rates, not on these rows.

Each structure is followed by: ERG-DNA inh	POLK inh	12-LOX inh	APEX1 inh	LDHA block	RGS4 inhibitor	Pol eta inh	POLB inh	Anesthetic bind
> Cc1cc(C)c(NC(=O)NC(=O)c2ccc(F)cc2)c(C)n1
 : 6%	-1%	-14%	-2%	-3	10%	7%	23%	-10%
> Cc1nc2cc(NC(=O)N3CCCCC3)ccc2n1C
 : -10%	-4%	28%	-6%	-4	-32%	-10%	-8%	-2%
> Nc1nc2n(n1)C(c1ccc(F)cc1)CC(c1ccc(F)cc1)N2 (centres undefined)
 : -1%	6%	2%	3%	4	-41%	-12%	6%	-6%
> O=C(c1sccc1Br)N1CCN(Cc2ccc3c(c2)OCO3)CC1
 : 0%	13%	111%[activator]	-3%	-4	4%	-17%	-1%	4%
> COc1ccc(Cl)cc1NC(=O)CSc1nnc(Cc2ccc(C)cc2)c(=O)[nH]1
 : -18%	-17%	-30%	0%	-13	-14%	-12%	·	·
> Cc1ccc(C)c(N2CCN(C(=O)c3cc(S(=O)(=O)N4CCOCC4)ccc3F)CC2)c1
 : -8%	-6%	21%	-1%	0	-16%	-9%	7%	9%
> COc1cccc(CNCC(O)COc2ccc(C(=O)c3ccccc3)cc2)c1 (centres undefined)
 : 4%	3%	-21%	-6%	-12	-16%	-18%	14%	-8%
> COc1ccc2c(c1)c(=O)c(C(=O)c1ccc(F)cc1)cn2CC(=O)Nc1ccc2c(c1)OCO2
 : -9%	4%	-19%	·	-4	0%	-16%	7%	-8%
> C/C(=N\O)C(=O)C(CN1CCCCC1)CN1CCCCC1
 : ?	8%	0%	25%	-3	-3%	6%	10%	7%
> O=C(COc1ccc(C(=S)N2CCC(Cc3ccccc3)CC2)cc1)N1CCOCC1
 : 1%	-22%	-20%	6%	0	-18%	-15%	13%	3%
> Cc1ccc(-c2nnn(CC(=O)N3CCCCC3)n2)c(-n2cnnn2)c1
 : -5%	-5%	0%	15%	-4	33%	-4%	1%	4%
> NC(=Nc1ccccc1)Nc1ccccc1
 : -5%	-6%	-42%	12%&-3%	-3	13%	-19%	4%	-4%
> CCOc1cccc2sc(N(CCN(CC)CC)C(=O)c3cccc([N+](=O)[O-])c3)nc12
 : -12%	-3%	?	0%	0	6%	-19%	7%	-17%
> COc1ccc(-n2nc(C(=O)Nc3ccc4c(c3)OCO4)c3ccccc3c2=O)c(OC)c1
 : 8%	-7%	0%	3%	-6	44%[11.4 µM]	-4%	-16%	3%
> COc1ccc(N(C(=O)c2ccccc2F)S(=O)(=O)c2ccc3c(c2)n(C)c(=O)n3C)cc1
 : 0%	-20%	2%	·	-3	-10%	·	5%	1%
> CCN(CC)C(=O)c1ccc2c(c1)N(Cc1ccccc1F)C(=O)c1ccccc1S2=O (centres undefined)
 : 1%	-2%	0%	·	-1	-27%	-11%	1%	-17%
> CC(C(=O)Nc1cccc(S(=O)(=O)N2CCOCC2)c1)N1CCN(c2ccc(F)cc2)CC1 (centres undefined)
 : 4%	-17%	9%	-3%	-2	-15%	-23%	-24%	-15%
> COc1cccc(NC(=O)c2cc3c(=O)n(Cc4cccnc4)ccc3nc2C)c1
 : 2%	28%	0%	·	-5	2%	-9%	-2%	-2%
> C=CCn1c(SCc2nc3sc(C(=O)O)c(C)c3c(=O)[nH]2)nnc1-c1ccc(F)cc1
 : 6%	-17%	-15%	-1%	0	1%	?	8%	-5%
> CSc1ccc(CN(C)Cc2nc3ccccc3c(=O)[nH]2)cc1
 : -7%	-10%	19%	0%	-3	16%	-1%	4%	7%
> CCN(CC)CCCn1c2c(c(SCC(=O)N3CCc4ccccc43)nc1=O)CCC2
 : 2%	-5%	-8%	8%	-7	-29%	-18%	·	·
> Cc1ccccc1COc1ccc(-c2nnn(CC(=O)O)n2)cc1
 : -10%	-5%	?	-1%	-8	-30%[56.9 µM]	-24%	29%	0%
> CC(C(=O)c1ccc(Br)cc1)[n+]1cccc(NC(=O)c2ccccc2)c1 (centres undefined)
 : -7%	-8%	-17%	-3%	-12	26%	-17%	4%	-7%
> NC(=O)CC(NC(=O)Cc1cccc2ccccc12)c1ccc(NC2CCN(Cc3ccccc3)CC2)c([N+](=O)[O-])c1 (centres undefined)
 : 2%	-7%	-9%	5%	-2	-7%	-3%	50µM*	-16%
> O=C(c1cnn2cccnc12)N1CCN(Cc2ccc3c(c2)OCO3)CC1
 : ·	-1%[60.1 µM]	18%	6%	-5	8%	9%	?	-8%
> COc1ccc(-c2nsc(SCC(=O)NCc3ccc4c(c3)OCO4)n2)cc1
 : 9%	-5%	-29%	-3%	-11	-49%	-10%	11%	-13%
> Cc1ccc(CC(SCc2ccccc2)C(=O)O)cc1C (centres undefined)
 : 13%	-6%	17%	-4%	-4	16%	-6%	31%	5%
> Cc1noc(C)c1COC(=O)c1cc(F)c(F)cc1Cl
 : -6%	-3%	-6%	11%	-2	-9%	-11%	1%	?
> Cc1ccc(C)c(NC(=O)c2cc(-c3cc(C)cc(C)c3O)n[nH]2)c1
 : 18%	-3%	0%	-11%	1	-14%[56.9 µM]	-10%	-29%	3%
> Cc1cccc(C)c1OCC(=O)NCC1(N2CCOCC2)CCCCC1
 : 2%	-7%	-6%	·	-5	36%	-18%	23%	7%

Single records, from the list above:
`Nc1nc2n(n1)C(c1ccc(F)cc1)CC(c1ccc(F)cc1)N2` (centres undefined) is entered as ERG-DNA inh = -1%; POLK inh = 6%; 12-LOX inh = 2%; APEX1 inh = 3%; LDHA block = 4; RGS4 inhibitor = -41%; Pol eta inh = -12%; POLB inh = 6%; Anesthetic bind = -6%
`COc1ccc2c(c1)c(=O)c(C(=O)c1ccc(F)cc1)cn2CC(=O)Nc1ccc2c(c1)OCO2` is entered as ERG-DNA inh = -9%; POLK inh = 4%; 12-LOX inh = -19%; APEX1 inh = ·; LDHA block = -4; RGS4 inhibitor = 0%; Pol eta inh = -16%; POLB inh = 7%; Anesthetic bind = -8%

Following part.
Each structure is followed by: ERG-DNA inh	POLK inh	12-LOX inh	APEX1 inh	LDHA block	RGS4 inhibitor	Pol eta inh	POLB inh	Anesthetic bind
> COCCN(C(=O)COC(=O)CCc1ccc(OC)cc1)c1c(N)n(Cc2ccccc2)c(=O)[nH]c1=O
 : 6%	-11%	-18%	21%	-5	-23%	-10%	·	·
> CN(C)c1nc2ccccc2n(C)c1=O
 : -7%	-17%	-2%	3%	-10	-9%	-1%	21%	0%
> Cc1ccc(CN2CCc3nc(SCC(=O)Nc4cccc(C)c4C)[nH]c(=O)c3C2)cc1
 : -12%	-15%	1%	·	-4	20%	-17%	-13%	3%
> CC(=O)Nc1ccc(S(=O)(=O)NCCC(=O)NCCOc2ccccc2)cc1
 : 4%	-14%	5%	30%	-8	0%	-11%	·	·
> CCCCOC(=O)/C(C#N)=C/c1ccc(-c2ccc(Br)cc2)o1
 : -8%	-8%	?	·	-8	6%	-3%	-2%	-3%
> Cc1ccc(Cn2c(=O)n(CCCCC(=O)NCCc3ccc(Cl)cc3)c(=O)c3ccccc32)cc1
 : 2%	-5%	-25%	·	-9	5%	-18%	2%	-6%
> Cc1ccc(NC(=S)NNC(=O)CSc2nnc(-c3ccc(Cl)cc3)n2C2CCCCC2)cc1
 : -2%	-7%	?	-8%	-2	?	1%	-16%	-15%
> COc1cccc(C2C3=C(CCCC3=O)Nc3[nH]n(-c4ccccc4)c(=O)c32)c1 (centres undefined)
 : 1%	-1%	1%	1%	-5	7%	-8%	17%	-14%
> COc1ccc(NC(=O)COC(=O)CC2CC3CCC2C3)c([N+](=O)[O-])c1 (centres undefined)
 : -4%	-2%	-9%	1%	6	-14%	-19%	-18%	?
> CC(=O)Nc1cc(C)nn1-c1nc2ccccc2s1
 : 10%	6%	i	?	0	-10%	-13%	-13%	-9%
> Cn1c(=O)c2c(ncn2CC(N)=O)n(C)c1=O
 : 2%	-4%	447%[activator]	-2%	0	-11%	5%	4%	3%
> Cc1ccccc1CN(C)C1CCN(C)CC1
 : 3%	-3%	-10%	-6%	-1	13%	-14%	6%	-1%
> COc1ccc([N+](=O)[O-])cc1NC(=O)c1cncc(Br)c1
 : 0%	0%	-9%	-2%	-4	-6%	-19%	1%	-6%
> COc1cc(Cl)c(CNC[C@H]2O[C@@H](n3cnc(C(N)=O)n3)[C@H](O)[C@@H]2O)c(Cl)c1O
 : 1%	-12%	-5%	·	-6	6%	-9%	·	·

5 of the entries above in order of their number in LDHA block, ascending:
smiles	LDHA block
Cc1ccc(Cn2c(=O)n(CCCCC(=O)NCCc3ccc(Cl)cc3)c(=O)c3ccccc32)cc1	-9
CCCCOC(=O)/C(C#N)=C/c1ccc(-c2ccc(Br)cc2)o1	-8
COc1cc(Cl)c(CNC[C@H]2O[C@@H](n3cnc(C(N)=O)n3)[C@H](O)[C@@H]2O)c(Cl)c1O	-6
Cn1c(=O)c2c(ncn2CC(N)=O)n(C)c1=O	0
COc1ccc(NC(=O)COC(=O)CC2CC3CCC2C3)c([N+](=O)[O-])c1 (centres undefined)	6

High-throughput results: PubChem BioAssay, National Center for Advancing Translational Sciences (NCATS)
